Compound activity: PubChem BioAssay, National Center for Advancing Translational Sciences (NCATS)
G9a inh – qHTS Assay for Inhibitors of Histone Lysine Methyltransferase G9a. 8.8% of 350,000 active. Potency, µM (highest dose often 102 µM), for inactives: at the top dose activity, negative = inhibition, hits mostly inhibitors. G9a H3K9 monomethylation, AlphaScreen, 2 h; further: potency means the concentration at half of the fitted maximal effect; on the % scale 0 is the no-effect control and ±100 the full control effect; nearly all actives have a fitted effect of over 75% in size
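Step 1: enzyme (final 20 nM) with compound, 15 min RT. Step 2: substrate peptide 500 nM and SAM 20 uM, 2 h RT. Step 3: anti-H3K9me1 antibody and AlphaScreen beads, 10 min, then plate read.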
Pin1 inh – qHTS Assay to Find Inhibitors of Pin1. AID 504891, 2011. 0.009% of 390,000 active. Peptidyl-prolyl cis-trans isomerase NIMA-interacting 1 (Homo sapiens), Q13526. Potency, µM (highest dose often 115 µM), without a hit: top-dose activity, negative = inhibition, hits mostly inhibitors. Pin1 FP peptide displacement, HiFluor488, 10 min; active means well fitted inhibition curve with a large enough effect in the polarisation, with a control signal flat, not every such curve was filed as active; inconclusive means small, poorly fitted or top-dose-only effect, or effect the other way, or a change in a side signal; inactive means no such curve, though single readings can be large or run the other way; the % refers to the polarisation; further: potency means the concentration at half of the fitted maximal effect; on the % scale 0 is the no-effect control and ±100 the full control effect
PGK inhibitor – qHTS Assay to Find Inhibitors of Phosphoglycerate Kinase; Potency, µM (highest dose often 57.5 µM), for inactives: at the top dose activity change, negative = inhibition, most hits filed as inhibitors; AID 602233, 2012; Phosphoglycerate kinase, glycosomal (Trypanosoma brucei brucei), P07378; PGK/GAPDH coupled, Kinase-Glo luminescence, 60 min; 0.043% of 380,000 active; further: potency means the concentration at half of the fitted maximal effect; on the % scale 0 is the no-effect control and ±100 the full control effect; nearly all actives have a fitted effect of over 60% in size
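Recombinant glycosomal PGK reaction used 1,3-bisphosphoglycerate generated in-well by GAPDH (100nM final) in 100mM TEA pH 7.6, 5mM MgCl2, 0.01% Tween-20. After 60 minutes at room temperature, ATP was read by Kinase-Glo Plus luminescence end-point.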
GLS inh – qHTS for Inhibitors of Glutaminase (GLS) | Potency, µM (doses to about 45.5 µM), inactives show at the highest dose activity change, negative = inhibition, actives largely listed as inhibitors | AID 624170, 2012 | 0.21% of 410,000 active | GLS enzymatic activity, qHTS titration | Glutaminase kidney isoform, mitochondrial (Homo sapiens), O94925; further: potency means the concentration at half of the fitted maximal effect; on the % scale 0 is the no-effect control and ±100 the full control effect
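Coupled fluorescence readout: glutamate oxidase/HRP/Amplex Red detect glutamate formed by hKGA from L-glutamine (1 mM solution added). Buffer 45 mM KH2PO4 pH 8.2, 0.02% Tween-20; reads at t0 and 30 min RT.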
PI4K2A inh – qHTS for small molecular inhibitors of PI4K2A; purified PI4K2A, ADP-Glo luminescence, 1 h; hits give low values; activity change, negative = inhibition, % at 76.9 µM; 0.13% of 420,000 active; AID 1346378, 2018; in the data active means activity change below about -50%; inconclusive means mostly about -30% to -49%;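 further: -100% = wells without enzyme as full effect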
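Compounds are screened against recombinant PI4K2A using PI as substrate and ATP, the latter dispensed at 300 microM. Reactions run one hour at ambient temperature before ADP-Glo detection; full inhibition defined by wells lacking enzyme.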
JMJD2A Tudor inh – qHTS Assay for Inhibitors of JMJD2A-Tudor Domain; AID 504339, 2011; Potency, µM (top dose mostly 114 µM), without a hit: top-dose activity change, negative = inhibition, actives largely listed as inhibitors; Lysine-specific demethylase 4A (Homo sapiens), O75164; 4.4% of 390,000 active; AlphaScreen JMJD2A-Tudor / H3K4me3 peptide binding; further: potency means the concentration at half of the fitted maximal effect; on the % scale 0 is the no-effect control and ±100 the full control effect; nearly all actives have a fitted effect of over 50% in size
HP1b binding inh – HTS for Inhibitors of HP1-beta Chromodomain Interactions with Methylated Histone Tails. AlphaScreen HP1-beta / biotin-H3K9me3 peptide binding. 0.56% of 390,000 active. Potency, µM (top dose mostly 114 µM), inactives show at the top dose activity change, negative = inhibition, actives largely listed as inhibitors. AID 540317, 2011. Chromobox protein homolog 1 (Homo sapiens), P83916; further: potency means the concentration at half of the fitted maximal effect; nearly all actives have a fitted effect of over 70% in size; inactives centre near 23
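Compound inhibition of the preformed complex between 50 nM HP1-beta and 50 nM biotinylated H3K9me3 peptide was read by AlphaScreen. Buffer was PBS pH 7.4 with 0.01% Tween-20. Incubations ran 30 min at room temperature, with 10 ug/mL donor/acceptor beads.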
BAZ2B inh – qHTS Assay for Inhibitors of BAZ2B | Bromodomain adjacent to zinc finger domain protein 2B (Homo sapiens), Q9UIF8 | AlphaScreen BAZ2B-H3K14Ac peptide displacement | Potency, µM (titrated, usually from 114 µM), for the others: top-dose activity change, negative = inhibition, most hits filed as inhibitors | 4.4% of 360,000 active; further: potency means the concentration at half of the fitted maximal effect; on the % scale 0 is the no-effect control and ±100 the full control effect; nearly all actives have a fitted effect of over 60% in size
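Complex of BAZ2B and biotin-H3K14Ac (50 nM apiece) forms over 30 min at RT, then faces library compounds up to 110 uM for another 30 min; AlphaScreen beads added, 20 min dark incubation, luminescence read.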
ERG-DNA inh – qHTS for Small Molecule Inhibitors of the ERG Ets/DNA interaction; fluorescence polarization, His-ERG Ets domain / labelled DNA; 0.028% of 370,000 active; Potency, µM (top dose mostly 76.9 µM), without a hit: at the top dose FP activity, negative = inhibition, hits mostly inhibitors; Transcriptional regulator ERG (Homo sapiens), P11308; active means well fitted inhibition curve with a large enough effect in the polarisation, with a control signal flat; inconclusive means small, poorly fitted or top-dose-only effect, or effect the other way, or a change in a side signal; inactive means no such curve, though single readings can be large or run the other way; the % refers to the polarisation;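 further: polarization taken with two DNA probes labelled with fluorescein and Texas red; potency means the concentration at half of the fitted maximal effect; % of control where 0% means no effect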
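His-tagged ERG Ets domain (1 uM in the protein solution; 300mM KCl, 50mM Tris-HCl, 1mM EDTA, 1mM DTT, pH 7.5) received compound, then a probe mix of 5 nM fluorescein-DNA and 100nM Texas-615-DNA. Fluorescence polarization was read for both dyes.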
* hit, by the source's call; i = inactive; u = inconclusive; x = not tested or not shown; [ ] = another dose, or the depositor's remark. Unless noted, the call rests on the fitted dose curve; in most records, active means well fitted curve in the direction sought with a large enough effect; inconclusive means small, poorly fitted or top-dose-only effect, or another doubt; inactive means no such curve, though single readings can be large; an effect the other way counts as inactive or inconclusive.

Field names – A = G9a inh; B = Pin1 inh; C = PGK inhibitor; D = GLS inh; E = PI4K2A inh; F = JMJD2A Tudor inh; G = HP1b binding inh; H = BAZ2B inh; I = ERG-DNA inh
1) COc1cc(/C=N/NC(=O)c2ccc(COc3ccccc3Cl)o2)cc(Br)c1O
  A: 17%[59 µM] | B: u | C: -7% | D: -10% | E: -4 | F: u | G: 27% | H: u | I: -7%

2) CCOC(=O)c1c(C)oc2cc(Cl)c(O)c(CN(C)C)c12
  A: 11%[59 µM] | B: -7% | C: -5% | D: 0% | E: 2 | F: u | G: -20% | H: -17% | I: 6%

3) Cc1cc(-n2cnnn2)cc(C)c1S(=O)(=O)N(C)c1ccccc1
  A: -1% | B: -4% | C: 0% | D: -10% | E: 2 | F: 4% | G: 31% | H: -3% | I: -4%

4) N#Cc1cc2ccccc2nc1SCc1cccnc1
  A: 13%[12.7 µM] | B: 0% | C: -4% | D: -3% | E: 7 | F: 8% | G: 60%[activator] | H: -6% | I: -3%

5) COc1cc(/C=C/C(=O)OCC(=O)c2ccc(S(=O)(=O)N3CCCCC3)cc2)cc(OC)c1OC
  A: -28% | B: -1% | C: -9% | D: -9% | E: -2 | F: -7% | G: 17% | H: 2% | I: 23%

6) Cc1nc(CN(C)C(=O)c2ccccc2OC2CCN(S(C)(=O)=O)CC2)cs1
  A: 3% | B: -1% | C: 0% | D: 10% | E: -1 | F: -23% | G: 13% | H: -20% | I: 1%

7) CC(CCc1ccc(O)cc1)NCCC(c1ccccc1)c1ccccc1 (stereo unspecified)
  A: x | B: -7% | C: -4% | D: 24% | E: -3 | F: -28% | G: -2% | H: -11% | I: 4%

8) CC1Cc2ccccc2N1Cc1nc2scc(-c3cccs3)c2c(=O)[nH]1 (stereo unspecified)
  A: 45µM* | B: 11% | C: i | D: -2% | E: 10 | F: -15% | G: 22% | H: -32% | I: 6%

9) CCC(c1nc2ccccc2c(=O)n1-c1nc2ccccc2s1)N1C(=O)c2ccccc2C1=O (stereo unspecified)
  A: 13%[59 µM] | B: 2% | C: -1% | D: 11% | E: 3 | F: -13% | G: 16% | H: -31% | I: x

10) Cc1ccc(/C=N/N=C2/NC(=O)C(CC(=O)Nc3ccc(Cl)cc3)S2)o1 (stereo unspecified)
  A: 5%[59 µM] | B: -1% | C: 0% | D: 2% | E: -1 | F: -18% | G: 34% | H: -15% | I: -3%

11) CC(=O)N1c2ccccc2N(Cc2ccc([N+](=O)[O-])cc2)C(=O)C1(C)C
  A: 7%[59 µM] | B: -1% | C: -7% | D: 5% | E: 3 | F: -30% | G: -4% | H: 1% | I: -16%

12) O=c1c2cn[nH]c2[nH]c(=S)n1-c1ccccc1F
  A: 8.9µM* | B: -3% | C: -11% | D: 2% | E: 3 | F: u | G: -14% | H: u | I: 7%

13) CN(C)c1cc[n+](CC(=O)c2ccc(-c3ccccc3)cc2)cc1
  A: -43% | B: -3% | C: i | D: 8% | E: -7 | F: -30% | G: 34% | H: 4% | I: 1%

14) NC(=S)NN=C1c2ccccc2-c2ccccc21
  A: -25% | B: -3% | C: x | D: 8% | E: 0 | F: 50µM* | G: u | H: u | I: 9%

15) Cc1ccccc1-c1ccccc1N
  A: -13%[59 µM] | B: 7% | C: 10% | D: 6% | E: 0 | F: 1% | G: 49%[activator] | H: 8% | I: 8%

Reformatted with values ahead of the structure: 2 of the compounds above.
entry	G9a inh	Pin1 inh	PGK inhibitor	GLS inh	PI4K2A inh	JMJD2A Tudor inh	HP1b binding inh	BAZ2B inh	ERG-DNA inh	mol
10	5%[59 µM]	-1%	0%	2%	-1	-18%	34%	-15%	-3%	Cc1ccc(/C=N/N=C2/NC(=O)C(CC(=O)Nc3ccc(Cl)cc3)S2)o1 (stereo unspecified)
11	7%[59 µM]	-1%	-7%	5%	3	-30%	-4%	1%	-16%	CC(=O)N1c2ccccc2N(Cc2ccc([N+](=O)[O-])cc2)C(=O)C1(C)C

The results go on:
Field names – A = G9a inh; B = Pin1 inh; C = PGK inhibitor; D = GLS inh; E = PI4K2A inh; F = JMJD2A Tudor inh; G = HP1b binding inh; H = BAZ2B inh; I = ERG-DNA inh
16) COc1ccc(NC(=O)C2CCN(C(=O)C3CC(=O)N(c4ccc(C)cc4)C3)CC2)c(OC)c1 (stereo unspecified)
  A: -19% | B: 3% | C: -6% | D: -1% | E: -9 | F: -6% | G: 12% | H: 5% | I: -18%

17) CCN(CC)c1ccc(NC(=O)CN2CCN(c3ccccn3)CC2)cc1
  A: 45µM* | B: -1% | C: -1% | D: 37% | E: 1 | F: u | G: -7% | H: u | I: -2%

18) CCOC(=O)c1sc2nc(C)[nH]c(=O)c2c1C
  A: 14%[59 µM] | B: -2% | C: -3% | D: -2% | E: 3 | F: -3% | G: 17% | H: 0% | I: -2%

19) COC(=O)C1CCCN1S(=O)(=O)c1ccc([N+](=O)[O-])cc1 (stereo unspecified)
  A: x | B: 11% | C: -3% | D: -1% | E: 2 | F: 0% | G: 26% | H: 8% | I: 2%

20) COc1ccc(C=O)cc1COc1ccc([N+](=O)[O-])c(C)c1
  A: 3% | B: -1% | C: -6% | D: 1% | E: -7 | F: -15% | G: 22% | H: -13% | I: -3%

21) COc1cc(C(=O)Oc2ccccc2)ccc1OCc1c(C)noc1C
  A: 0%[59 µM] | B: 1% | C: -5% | D: 19% | E: -2 | F: u | G: 2% | H: 4% | I: -1%

22) CC(=O)c1ccc(OCCCC(=O)Nc2ccc(Cl)c(S(=O)(=O)N3CCOCC3)c2)cc1
  A: x | B: 2% | C: -4% | D: 2% | E: 2 | F: -15% | G: 24% | H: x | I: -8%

23) O=C(COC(=O)CCSc1ccc(Cl)cc1)NCc1ccc(Cl)cc1
  A: 1%[59 µM] | B: u | C: 0% | D: 0% | E: -1 | F: 49%[activator] | G: 38%[activator] | H: -33% | I: -18%

24) CCC(C)(CC(=O)N(C)CCC#N)c1ccccc1 (stereo unspecified)
  A: -32% | B: 7% | C: 5% | D: 11% | E: 3 | F: 0% | G: 30% | H: -2% | I: -6%

25) CCCCCC(=O)Nc1ccc(-c2csc(N)n2)cc1
  A: 40µM* | B: -1% | C: -2% | D: -13% | E: 2 | F: -29% | G: 25% | H: u | I: -3%

Ordered by molecular weight (high to low): some entries from above
Field names – A = G9a inh; B = Pin1 inh; C = PGK inhibitor; D = GLS inh; E = PI4K2A inh; F = JMJD2A Tudor inh; G = HP1b binding inh; H = BAZ2B inh; I = ERG-DNA inh
22) CC(=O)c1ccc(OCCCC(=O)Nc2ccc(Cl)c(S(=O)(=O)N3CCOCC3)c2)cc1
  A: x | B: 2% | C: -4% | D: 2% | E: 2 | F: -15% | G: 24% | H: x | I: -8%

16) COc1ccc(NC(=O)C2CCN(C(=O)C3CC(=O)N(c4ccc(C)cc4)C3)CC2)c(OC)c1 (stereo unspecified)
  A: -19% | B: 3% | C: -6% | D: -1% | E: -9 | F: -6% | G: 12% | H: 5% | I: -18%

20) COc1ccc(C=O)cc1COc1ccc([N+](=O)[O-])c(C)c1
  A: 3% | B: -1% | C: -6% | D: 1% | E: -7 | F: -15% | G: 22% | H: -13% | I: -3%
